G9a inh: qHTS Assay for Inhibitors of Histone Lysine Methyltransferase G9a | Histone-lysine N-methyltransferase EHMT2 (Homo sapiens), Q96KQ7 | G9a H3K9 monomethylation, AlphaScreen, 2 h | Potency, µM (top dose mostly 102 µM), without a hit: at the highest dose activity, negative = inhibition, hits mostly inhibitors | actives 8.8% (n = 350,000); note: potency is the fitted concentration of half-maximal effect; % is set by controls: 0 for no effect and ±100 for the full control effect; nearly all actives have a fitted effect of over 75% in size
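Compounds were preincubated with 20 nM G9a for 15 min, after which biotinylated H3K9 peptide (500 nM) and SAM (20 uM) started a 2 h room-temperature reaction. Monomethylated product was quantified by antibody-based AlphaScreen chemiluminescence.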
ERG Ets-DNA blk: qHTS for Small Molecule Inhibitors of the ERG Ets/DNA interaction; Transcriptional regulator ERG (Homo sapiens), P11308; fluorescence polarization, His-ERG Ets domain / labelled DNA; Potency, µM (highest dose often 76.9 µM), without a hit: at the top dose FP activity, negative = inhibition, usual class: inhibitors; actives 0.028% (n = 370,000); AID 624246, 2012; active = well fitted inhibition curve with a large enough effect in the polarisation, with a control signal flat; inconclusive = small, poorly fitted or top-dose-only effect, or effect the other way, or a change in a side signal; inactive = no such curve, though single readings can be large or run the other way; the % refers to the polarisation;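 note: polarization taken with two DNA probes labelled with fluorescein and Texas red; potency is the fitted concentration of half-maximal effect; % of control where 0% means no effect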
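His-tagged ERG Ets domain (1 uM in the protein solution; 300mM KCl, 50mM Tris-HCl, 1mM EDTA, 1mM DTT, pH 7.5) received compound, then a probe mix of 5 nM fluorescein-DNA and 100nM Texas-615-DNA. Fluorescence polarization was read for both dyes.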
PI4K2A inh: qHTS for small molecular inhibitors of PI4K2A | Phosphatidylinositol 4-kinase type 2-alpha (Homo sapiens), Q9BTU6 | purified PI4K2A, ADP-Glo luminescence, 1 h; hits give low values | activity change, negative = inhibition, % at 76.9 µM | actives 0.13% (n = 420,000); in the data active = activity change below about -50%; inconclusive = mostly about -30% to -49%;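 note: -100% = wells without enzyme as full effect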
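Compounds are screened against recombinant PI4K2A using PI as substrate and ATP, the latter dispensed at 300 microM. Reactions run one hour at ambient temperature before ADP-Glo detection; full inhibition defined by wells lacking enzyme.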
PGK inhibitor: qHTS Assay to Find Inhibitors of Phosphoglycerate Kinase; actives 0.043% (n = 380,000); Phosphoglycerate kinase, glycosomal (Trypanosoma brucei brucei), P07378; AID 602233, 2012; PGK/GAPDH coupled, Kinase-Glo luminescence, 60 min; Potency, µM (top dose mostly 57.5 µM), without a hit: top-dose activity change, negative = inhibition, actives largely listed as inhibitors; note: potency is the fitted concentration of half-maximal effect; % is set by controls: 0 for no effect and ±100 for the full control effect; nearly all actives have a fitted effect of over 60% in size
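Luminescent ATP detection (Kinase-Glo Plus) follows a 60-minute room-temperature incubation, with wells lacking PGK as controls. Buffer: 100 mM TEA (pH 7.6), 5 mM MgCl2, 0.01% Tween-20. Coupling enzyme GAPDH (100 nM final) supplies unstable 1,3-BPG in-well.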
HP1b binding inh: HTS for Inhibitors of HP1-beta Chromodomain Interactions with Methylated Histone Tails; Chromobox protein homolog 1 (Homo sapiens), P83916; AlphaScreen HP1-beta / biotin-H3K9me3 peptide binding; Potency, µM (doses to about 114 µM), without a hit: at the highest dose activity change, negative = inhibition, usual class: inhibitors; actives 0.56% (n = 390,000); note: potency is the fitted concentration of half-maximal effect; nearly all actives have a fitted effect of over 70% in size; inactives centre near 23
Target sequence (P83916 whole entry, looked up): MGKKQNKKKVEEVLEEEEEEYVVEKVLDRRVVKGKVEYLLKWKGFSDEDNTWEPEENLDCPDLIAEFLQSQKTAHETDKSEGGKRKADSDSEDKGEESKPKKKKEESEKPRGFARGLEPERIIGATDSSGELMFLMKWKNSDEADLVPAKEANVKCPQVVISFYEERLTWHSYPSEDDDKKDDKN
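HP1-beta protein (50 nM final) preincubated 30 min at room temperature with biotinylated H3(1-18)K9me3 peptide (50 nM) in PBS pH 7.4, 0.01% Tween-20, then compound added for 30 min. AlphaScreen streptavidin donor/nickel chelate acceptor beads (10 ug/mL final), 30 min dark, luminescence read.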
BAZ2B block: qHTS Assay for Inhibitors of BAZ2B; Bromodomain adjacent to zinc finger domain protein 2B (Homo sapiens), Q9UIF8; Potency, µM (doses to about 114 µM), without a hit: top-dose activity change, negative = inhibition, actives largely listed as inhibitors; AID 504333, 2011; actives 4.4% (n = 360,000); AlphaScreen BAZ2B-H3K14Ac peptide displacement; note: potency is the fitted concentration of half-maximal effect; % is set by controls: 0 for no effect and ±100 for the full control effect; nearly all actives have a fitted effect of over 60% in size
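Protein-peptide AlphaScreen: BAZ2B 50 nM, b-H3K14Ac 50 nM, 1x PBS pH 7.4 + 0.01% Tween-20. Preincubation 30 min RT; cpd 30 min RT (top 110 uM); beads 20 min RT, light-protected.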
JMJD2A Tudor: qHTS Assay for Inhibitors of JMJD2A-Tudor Domain; AID 504339, 2011; Potency, µM (highest dose often 114 µM), inactives show at the top dose activity change, negative = inhibition, most hits filed as inhibitors; AlphaScreen JMJD2A-Tudor / H3K4me3 peptide binding; actives 4.4% (n = 390,000); note: potency is the fitted concentration of half-maximal effect; % is set by controls: 0 for no effect and ±100 for the full control effect; nearly all actives have a fitted effect of over 50% in size
GLS inhibitor: qHTS for Inhibitors of Glutaminase (GLS). GLS enzymatic activity, qHTS titration. Potency, µM (doses to about 45.5 µM), inactives show at the highest dose activity change, negative = inhibition, actives largely listed as inhibitors. actives 0.21% (n = 410,000); note: potency is the fitted concentration of half-maximal effect; % is set by controls: 0 for no effect and ±100 for the full control effect
Target sequence (O94925 whole entry, looked up): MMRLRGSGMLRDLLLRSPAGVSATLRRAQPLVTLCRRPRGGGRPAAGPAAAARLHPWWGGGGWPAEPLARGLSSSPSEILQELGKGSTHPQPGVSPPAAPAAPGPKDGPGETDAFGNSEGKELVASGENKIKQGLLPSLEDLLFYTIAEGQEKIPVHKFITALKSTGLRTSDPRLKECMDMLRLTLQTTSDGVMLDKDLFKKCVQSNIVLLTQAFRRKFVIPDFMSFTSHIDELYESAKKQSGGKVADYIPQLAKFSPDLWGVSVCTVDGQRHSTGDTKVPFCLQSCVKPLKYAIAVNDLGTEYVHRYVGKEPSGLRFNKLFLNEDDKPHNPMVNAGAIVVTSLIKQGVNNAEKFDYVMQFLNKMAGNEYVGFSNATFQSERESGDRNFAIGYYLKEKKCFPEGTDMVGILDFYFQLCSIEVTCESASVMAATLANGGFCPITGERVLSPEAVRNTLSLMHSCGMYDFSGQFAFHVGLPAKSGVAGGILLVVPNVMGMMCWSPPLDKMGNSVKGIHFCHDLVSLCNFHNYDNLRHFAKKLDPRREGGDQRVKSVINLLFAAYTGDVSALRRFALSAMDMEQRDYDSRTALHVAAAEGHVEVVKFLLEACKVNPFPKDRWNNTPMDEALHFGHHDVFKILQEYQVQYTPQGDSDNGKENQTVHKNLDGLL
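Two-point fluorescence kinetic (t0, 30 min RT) for hKGA; glutamate detected via glutamate oxidase–HRP–Amplex Red. Substrate: 1 mM L-glutamine solution; buffer 45 mM KH2PO4, pH 8.2.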
Pin1 inhibitor: qHTS Assay to Find Inhibitors of Pin1; Pin1 FP peptide displacement, HiFluor488, 10 min; Potency, µM (top dose mostly 115 µM), inactives show top-dose activity, negative = inhibition, hits mostly inhibitors; actives 0.009% (n = 390,000); AID 504891, 2011; active = well fitted inhibition curve with a large enough effect in the polarisation, with a control signal flat, not every such curve was filed as active; inconclusive = small, poorly fitted or top-dose-only effect, or effect the other way, or a change in a side signal; inactive = no such curve, though single readings can be large or run the other way; the % refers to the polarisation; note: potency is the fitted concentration of half-maximal effect; % is set by controls: 0 for no effect and ±100 for the full control effect
Target sequence (Q13526 whole entry, looked up): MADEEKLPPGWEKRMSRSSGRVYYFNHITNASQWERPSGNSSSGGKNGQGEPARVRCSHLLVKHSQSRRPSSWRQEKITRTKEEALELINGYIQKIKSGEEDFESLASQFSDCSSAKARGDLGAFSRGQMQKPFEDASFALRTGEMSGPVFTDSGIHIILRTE
An asterisk follows results filed as active; i = inactive; ? = inconclusive; . = not tested or not shown; & = joins results of further samples; [ ] = remark or other dose. Unless noted, calls come from the whole dose curve; as a rule, active = well fitted curve in the direction sought with a large enough effect; inconclusive = small, poorly fitted or top-dose-only effect, or another doubt; inactive = no such curve, though single readings can be large; an effect the other way counts as inactive or inconclusive. Some of the compounds tested; the hit share may differ from the screen's.

SMILES | G9a inh | ERG Ets-DNA blk | PI4K2A inh | PGK inhibitor | HP1b binding inh | BAZ2B block | JMJD2A Tudor | GLS inhibitor | Pin1 inhibitor
COC(=O)C1=C(c2ccc(F)cc2OCc2ccccc2)C[C@@H]2CC[C@H]1N2C(=O)NCc1ccccc1Cl | 6%[0.501 µM] | -3% | -2 | -3% | 18% | -1% | -19% | 13% | -2%
CCOC(=O)C1CCN(Cc2ccc(Cl)nc2)CC1 | 7%[2.33 µM] | -1% | 1 | 1% | 44%[activator] | 0% | -11% | 20% | -11%
COc1ccc(Br)cc1CN1CCN(CCO)CC1 | 1%[59 µM] | -4% | 4 | 5% | 11% | -28% | -10% | 0% | 5%
Cc1ccc(CNC2=NCCS2)cc1 | . | 4% | -2 | -1% | 18% | 5% | 1% | -1% | -2%
O=C(NC[P+](=O)O)OCc1ccccc1 | -9%[12.7 µM] | 2% | 6 | -2% | 29% | ? | -15% | -3% | 0%
N#Cc1ccc(Cn2cc(C=O)c3ccccc32)cc1 | 16%[0.501 µM] | -12% | 1 | -5% | 19% | 4% | -2% | 5% | -10%
O=C(O)CCCc1ccc(N(CCCl)CCCl)cc1 | -1%[59 µM] | 1% | 1&-5&-3 | -5% | 22% | 56µM* | -31% | 0%&38% | 0%
CC1CCCCN1C(=O)Cn1cc(C=C2C(=O)N(C)C(=O)N(C)C2=O)c2ccccc21 (stereo not drawn) | ? | 3% | -6 | -1% | 20% | -16% | -12% | 1% | ?
CC1(C(O)(C#CCN2CCCCC2)c2ccccc2)CCCC1 (stereo not drawn) | ? | 7% | -1 | -8% | 30% | 46%[activator] | -18% | -11% | 1%
Cc1ccc(C)c(N2CCN(c3ncnc4onc(C)c34)CC2)c1 | -9%[59 µM] | 3% | 4 | -1% | 53%[activator] | 17%[57.1 µM] | -6% | 12% | -4%
Cc1cc(C(C#N)c2ccc(Cl)cc2)c(Cl)cc1NC(=O)c1cc(I)cc(I)c1O (stereo not drawn) | 14µM* | 11% | -3&-5 | -28% | -13% | 45µM* | 50µM* | 17%&12% | .
Cc1nnc(NC(=O)c2cccn(Cc3cccc([N+](=O)[O-])c3)c2=O)s1 | -6%[59 µM] | -10% | -2 | 2% | -11% | 1% | -18% | -3% | 7%
CCCCN1C(=O)C(C2c3ccccc3C(=O)N2Cc2ccccc2)C(=O)NC1=S (stereo not drawn) | ? | 0% | -5 | -4% | ? | -10% | -25% | -9% | -4%
CCC(C)(O)C(=O)OC1C(=O)OC2CC3C(C)=CC(=O)C(O)C3(C)C3C4(O)OCC23C1C(C)C4O (stereo not drawn) | . | 5% | 7 | -6% | 23% | . | -8% | 5% | 2%
CN1CCc2nc(N)c(C#N)c(-c3ccccc3)c2C1 | -18%[59 µM] | -13% | -9 | 0% | 6% | -7% | -6% | 5% | -19%
CN1C2CCC1/C(=C/c1ccccn1)C(=O)/C2=C\c1ccccn1 | ? | -9% | -6 | -5% | -3% | -24% | 79µM* | 54%[activator] | -13%
CN(C)c1ccc(/C=C/C=C2/C(=O)NC(=O)N(c3ccccc3)C2=O)cc1 | 16µM* | 91%[activator] | -27 | ? | 16µM* | 13µM* | ? | -3% | ?
Clc1ccc2[nH]c3c(c2c1)CCNC3 | 79µM* | -8% | -2 | 3% | 15% | -26% | -18% | 5% | 4%
COC(=O)C1=C(c2ccc(F)cc2OCc2ccccc2)C[C@@H]2CC[C@H]1N2C(=O)NCc1ccc(N(C)C)cc1 | 19%[2.33 µM] | 4% | 5 | 9% | ? | 10µM* | 22µM* | 13% | 1%
CN(CCS(=O)(=O)c1ccc(Cl)cc1)Cc1cccnc1 | 8% | -3% | 6 | -2% | 41%[activator] | -11% | 1% | -8% | 1%
CC1=NN(c2ccccc2)C(=O)/C1=C/c1c(O)[nH]c(=S)[nH]c1=O | ? | 8% | -12 | -1% | -2% | ? | 79µM* | 60%[activator] | -6%
CCCCNC(=O)Nc1ccc(C(O)(C(=O)OCC)C(F)(F)F)cc1 (stereo not drawn) | 5% | -7% | 1 | 3% | 18% | -12% | -10% | 10% | 5%
COc1ccccc1CN1CCN(C(=O)COc2cccc(C)c2)CC1 | ? | 2%&-5% | 0&3 | -11%&-6% | ? | 50µM* | 32µM* | 1%&8% | -11%&3%
O=Cc1cn(Cc2cccc([N+](=O)[O-])c2)c2ccccc12 | 7%[59 µM] | -9% | 4 | i | 8% | ? | -21% | -7% | -2%
Cc1ccc(S(=O)(=O)N2CN3CCN(C3)C2)cc1 | -8%[59 µM] | -4% | -5 | -1% | 24% | -1% | -12% | -4% | 7%
C=CCc1cc(C=C2C(=O)N(C)C(=O)N(C)C2=O)cc(OCC)c1OCc1ccccc1 | 3% | 10% | -22 | i | 290%[activator] | 3% | ? | 1% | 44%[activator]
O=C(O)c1cc2ccccc2oc1=O | ? | 4% | 0 | 3% | 24% | 7% | -16% | 4% | 2%
COc1ccc(C(C)=O)cc1CC(C(=O)c1ccc(F)cc1)N(C)C (stereo not drawn) | 2%[59 µM] | -7% | -21 | 3% | 6% | -23% | -16% | 18% | 4%
C=C(C)C(Cc1c(OC)ccc(C(=O)/C=C/c2ccc(O)cc2)c1O)OO (stereo not drawn) | . | -1% | 1 | -2% | -28% | . | ? | 30% | 16%
Clc1ccc(C2N3CCCN23)c(Cl)c1 (stereo not drawn) | -2% | -3% | 1 | -9% | 35% | -1% | 12% | 2% | -1%
COC(=O)c1ccc2ccn(CC(=O)NC(C)C)c2c1 | ? | 3% | 6 | i | 1% | -7% | -21% | 0% | -9%
O=C(c1cccc2ccccc12)C1CCCN(C2CCC2)C1 (stereo not drawn) | -14% | 4% | -2 | ? | ? | -2% | -8%[11.4 µM] | 1% | -10%
CC1=C(/C=C/c2ccccc2)CCN(C)C1 | -10%[59 µM] | 7% | 0 | i | 3% | -3% | -13% | 6% | 0%
c1ccc(C(OCCN2CCNCC2)c2ccccc2)cc1 | -27%[2.33 µM] | 1% | 5 | 7% | 20% | ? | -21% | 2% | -6%
O=c1c2ccccc2nc(N2CCCC2)n1-c1ccc(Cl)cc1 | 38%[0.501 µM] | -4% | -2 | -4% | 52% | 5% | 16% | 2% | -1%
COC(=O)CC1(Cc2ccccc2)C(=O)NC(=O)NC1=O | 20%[12.7 µM] | -7% | 6 | -2% | 36% | -1% | 6% | 1% | -3%
CN(CCc1ccccc1)C(=O)c1ccc(NC(=O)Cc2cccc([N+](=O)[O-])c2)cc1 | . | 14% | -3 | -8% | 44%[activator] | . | ? | 11% | -6%
COc1ccccc1N1C(=O)NC(=O)/C(=C\c2cnn(-c3ccccc3)c2)C1=O | 8.9µM* | -7% | -21 | -12% | 60%[activator] | -26% | ? | -24% | -4%
O=C(c1ccc(-c2ccccc2)cc1)C1CCCN(Cc2ccn[nH]2)C1 (stereo not drawn) | -6%[0.501 µM] | 2% | -2 | -6% | 19% | -10% | -23% | -1% | -8%
CC1OC(OC2CC(O)C3(CO)C4C(O)CC5(C)C(C6=CC(=O)OC6)CCC5(O)C4CCC3(O)C2)C(O)C(O)C1O (stereo not drawn) | . | 16% | 4 | i | 17% | . | -9% | 2% | 0%
COc1ccccc1CCNC(=O)CCC(=O)N1CC2C[C@@H](C1)Cn1c2cccc1=O | . | -1% | -4 | -8% | 19% | 14% | -12% | 18% | 0%
FC(F)(F)c1cccc(-n2nnnc2C2(N3CCOCC3)CCCCC2)c1 | 0%[59 µM] | 0% | 0 | -3% | 27% | 2% | -14% | 5% | 2%
CCN(CC)c1ccc(N=Cc2c(O)n(-c3cc(OC)ccc3OC)c(=O)[nH]c2=O)cc1 | 11%[59 µM] | 13% | -11 | -7% | -14% | -38% | ? | 22% | ?
C=CCN1C(=O)/C(=C/c2cc(C)n(-c3ccccn3)c2C)C(=O)NC1=S | ? | . | -2 | -11% | 26% | -5% | -19% | 0% | 23%
CCCCCCC(=O)c1c(O)n(-c2ccc(OC)cc2)c(=O)[nH]c1=O (tested in a mixture with another compound) | ? | -10% | -6 | -6% | 48%[activator] | -10% | 1% | 3% | -1%
OC12ONC(c3ccccn3)C1N1CCC2CC1 (stereo not drawn) | -4%[59 µM] | -9% | -3 | 4% | 40%[activator] | -4% | -7% | 3% | ?
COC1=CC(=O)O[C@@H](/C=C/c2ccccc2)C1 | 3%[12.7 µM] | 6% | 6 | -8% | 35% | 4% | -5% | -2% | 0%
CC(=NNC(=S)N1CC2CCC(CC2)C1)c1nccs1 | . | 11% | 26 | 1% | ? | . | 20µM* | 19% | -14%
